# Pin1 inhibitor: human Pin1 inhibition; Q13526; Pin1 FP peptide displacement, HiFluor488, 10 min; Potency, µM (series often up to 115 µM), without a hit: at the top dose activity, negative = inhibition, actives largely listed as inhibitors; 390,000 tested, 0.009% active; AID 504891; active means well fitted inhibition curve with a large enough effect in the polarisation, with a control signal flat, not every such curve was filed as active; inconclusive means small, poorly fitted or top-dose-only effect, or effect the other way, or a change in a side signal; inactive means no such curve, though single readings can be large or run the other way; the % refers to the polarisation; further: potency means the concentration at half of the fitted maximal effect; on the % scale 0 is the no-effect control and ±100 the full control effect
# JMJD2A Tudor inh: inhibitors of human JMJD2A Tudor domain; 390,000 tested, 4.4% active; AlphaScreen JMJD2A-Tudor / H3K4me3 peptide binding; Potency, µM (titrated, usually from 114 µM), without a hit: at the highest dose activity change, negative = inhibition, hits mostly inhibitors; AID 504339; further: potency means the concentration at half of the fitted maximal effect; on the % scale 0 is the no-effect control and ±100 the full control effect; nearly all actives have a fitted effect of over 50% in size
# PGK inhibitor: blocks T. brucei phosphoglycerate kinase; P07378; PGK/GAPDH coupled, Kinase-Glo luminescence, 60 min; Potency, µM (series often up to 57.5 µM), for inactives: top-dose activity change, negative = inhibition, usual class: inhibitors; 380,000 tested, 0.043% active; further: potency means the concentration at half of the fitted maximal effect; on the % scale 0 is the no-effect control and ±100 the full control effect; nearly all actives have a fitted effect of over 60% in size
# Target sequence (P07378 whole entry, looked up): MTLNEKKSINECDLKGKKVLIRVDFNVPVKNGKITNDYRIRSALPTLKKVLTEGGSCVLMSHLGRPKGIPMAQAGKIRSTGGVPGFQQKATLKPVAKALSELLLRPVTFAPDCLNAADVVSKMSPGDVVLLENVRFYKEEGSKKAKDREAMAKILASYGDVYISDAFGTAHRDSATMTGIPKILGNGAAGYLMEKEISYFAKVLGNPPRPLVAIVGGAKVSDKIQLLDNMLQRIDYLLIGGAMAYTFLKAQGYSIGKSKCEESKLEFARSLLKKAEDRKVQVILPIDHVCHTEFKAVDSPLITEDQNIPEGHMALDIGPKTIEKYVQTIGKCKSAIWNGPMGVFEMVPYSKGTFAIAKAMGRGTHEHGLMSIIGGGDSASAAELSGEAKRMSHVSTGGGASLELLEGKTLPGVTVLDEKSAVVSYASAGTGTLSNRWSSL
#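 Recombinant glycosomal PGK reaction used 1,3-bisphosphoglycerate generated in-well by GAPDH (100nM final) in 100mM TEA pH 7.6, 5mM MgCl2, 0.01% Tween-20. After 60 minutes at room temperature, ATP was read by Kinase-Glo Plus luminescence end-point.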
# PI4K2A block: blocks human PI4K2A kinase activity. purified PI4K2A, ADP-Glo luminescence, 1 h; stronger effect = lower value. 420,000 tested, 0.13% active. Q9BTU6. activity change, negative = inhibition, % at 76.9 µM; in the data active means activity change below about -50%; inconclusive means mostly about -30% to -49%;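 further: -100% = wells without enzyme as full effect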
#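 In this quantitative HTS, ADP production by PI4K2A was quantified luminescently after 1 h at ambient temperature; 100 microM adenosine served as plate-quality control.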
# HP1b binding inh: inhibitors of HP1-beta chromodomain binding to methylated histone tails; Potency, µM (top dose mostly 114 µM), for the others: top-dose activity change, negative = inhibition, usual class: inhibitors; AlphaScreen HP1-beta / biotin-H3K9me3 peptide binding; P83916; 390,000 tested, 0.56% active; further: potency means the concentration at half of the fitted maximal effect; nearly all actives have a fitted effect of over 70% in size; inactives centre near 23
#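 Compound inhibition of the preformed complex between 50 nM HP1-beta and 50 nM biotinylated H3K9me3 peptide was read by AlphaScreen. Buffer was PBS pH 7.4 with 0.01% Tween-20. Incubations ran 30 min at room temperature, with 10 ug/mL donor/acceptor beads.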
# ERG-DNA inh: inhibitors of human ERG Ets domain-DNA interaction. fluorescence polarization, His-ERG Ets domain / labelled DNA. Potency, µM (highest dose often 76.9 µM), inactives show top-dose FP activity, negative = inhibition, hits mostly inhibitors. 370,000 tested, 0.028% active; active means well fitted inhibition curve with a large enough effect in the polarisation, with a control signal flat; inconclusive means small, poorly fitted or top-dose-only effect, or effect the other way, or a change in a side signal; inactive means no such curve, though single readings can be large or run the other way; the % refers to the polarisation;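 further: polarization taken with two DNA probes labelled with fluorescein and Texas red; potency means the concentration at half of the fitted maximal effect; % of control where 0% means no effect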
#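 His-tagged ERG Ets domain (1 uM in the protein solution; 300mM KCl, 50mM Tris-HCl, 1mM EDTA, 1mM DTT, pH 7.5) received compound, then a probe mix of 5 nM fluorescein-DNA and 100nM Texas-615-DNA. Fluorescence polarization was read for both dyes.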
# BAZ2B block: inhibitors of human BAZ2B bromodomain; 360,000 tested, 4.4% active; AID 504333; AlphaScreen BAZ2B-H3K14Ac peptide displacement; Potency, µM (series often up to 114 µM), for inactives: top-dose activity change, negative = inhibition, usual class: inhibitors; Q9UIF8; further: potency means the concentration at half of the fitted maximal effect; on the % scale 0 is the no-effect control and ±100 the full control effect; nearly all actives have a fitted effect of over 60% in size
#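 AlphaScreen displacement: compounds (up to 110uM) incubated 30 min at room temperature with a preformed 50 nM BAZ2B/50 nM biotinylated H3K14Ac peptide complex in PBS pH 7.4 with Tween-20. Donor and acceptor beads at 10 ug/mL final added, 20 min light-protected before reading.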
# GLS inhibitor: inhibitors of human glutaminase (GLS). O94925. GLS enzymatic activity, qHTS titration. Potency, µM (titrated, usually from 45.5 µM), inactives show at the highest dose activity change, negative = inhibition, hits mostly inhibitors. 410,000 tested, 0.21% active. AID 624170; further: potency means the concentration at half of the fitted maximal effect; on the % scale 0 is the no-effect control and ±100 the full control effect
# Target sequence (O94925 whole entry, looked up): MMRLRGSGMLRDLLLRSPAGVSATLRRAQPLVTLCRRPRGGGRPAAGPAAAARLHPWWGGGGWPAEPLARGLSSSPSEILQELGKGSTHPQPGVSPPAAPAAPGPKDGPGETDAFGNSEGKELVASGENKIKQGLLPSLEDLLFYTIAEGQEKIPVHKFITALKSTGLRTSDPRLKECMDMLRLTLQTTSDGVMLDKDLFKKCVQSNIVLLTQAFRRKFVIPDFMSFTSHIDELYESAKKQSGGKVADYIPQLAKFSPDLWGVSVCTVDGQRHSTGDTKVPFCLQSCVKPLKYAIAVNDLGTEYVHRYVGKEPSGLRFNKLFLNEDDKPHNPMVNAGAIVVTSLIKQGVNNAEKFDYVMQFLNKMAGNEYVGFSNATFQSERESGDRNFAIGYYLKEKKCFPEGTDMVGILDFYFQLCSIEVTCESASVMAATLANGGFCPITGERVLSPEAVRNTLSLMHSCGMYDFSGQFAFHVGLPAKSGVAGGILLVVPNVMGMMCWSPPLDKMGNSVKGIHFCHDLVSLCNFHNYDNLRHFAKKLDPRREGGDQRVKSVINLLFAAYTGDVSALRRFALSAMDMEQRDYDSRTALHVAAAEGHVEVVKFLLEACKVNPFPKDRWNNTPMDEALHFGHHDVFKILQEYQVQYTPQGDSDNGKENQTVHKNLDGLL
#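 hKGA; 45 mM KH2PO4 pH 8.2 + 0.02% Tween-20; cpd via pin tool; 1 mM Gln soln; GluOx/HRP/Amplex Red; RT 30 min; fluor. t0 & final.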
# G9a block: blocks human histone lysine methyltransferase G9a; Q96KQ7; G9a H3K9 monomethylation, AlphaScreen, 2 h; Potency, µM (top dose mostly 102 µM), without a hit: at the top dose activity, negative = inhibition, most hits filed as inhibitors; 350,000 tested, 8.8% active; AID 504332; further: potency means the concentration at half of the fitted maximal effect; on the % scale 0 is the no-effect control and ±100 the full control effect; nearly all actives have a fitted effect of over 75% in size
#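 AlphaScreen read-out: biotin-H3K9 peptide (500 nM) methylation by 20 nM enzyme with 20 uM SAM, 2 h at room temperature after 15 min compound preincubation; anti-monomethyl H3K9 antibody plus donor/acceptor beads, 10 min dark.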
# Active calls of the source: *; i = inactive; u = inconclusive; x = no result given; [ ] = another dose, or the depositor's remark. Unless noted, the call rests on the fitted dose curve; in most records, active means well fitted curve in the direction sought with a large enough effect; inconclusive means small, poorly fitted or top-dose-only effect, or another doubt; inactive means no such curve, though single readings can be large; an effect the other way counts as inactive or inconclusive. An unsorted share of the library. Share with any hit: about 11%.
# Each structure is followed by: HP1b binding inh, G9a block, PI4K2A block, JMJD2A Tudor inh, Pin1 inhibitor, BAZ2B block, ERG-DNA inh, PGK inhibitor, GLS inhibitor
Cc1cccc(C(=O)Nc2nnc(C3=COCCO3)o2)c1
  23%, 7%, 8, 40µM*, -8%, 7.9µM*, -4%, i, 0%
CCOC(=O)c1ccccc1NC(=O)Cn1cnc2c(cnn2-c2ccccc2)c1=O
  27%, 14%, 0, 13%, 0%, 3%, 5%, 3%, 5%
Cc1cccc(CSCc2ccc(C(=O)NC3CCCC3)o2)c1
  36%, -8%[59 µM], 2, -8%, -8%, -24%, -4%, 9%, 1%
Cc1ccc(SCC(=O)NC2CCCCCC2)cc1
  22%, 36%, -1, -3%, 6%, 14%, 3%, -4%, 14%
COC(=O)c1cc2occc2n1CC(=O)Nc1ccc(C)cc1C
  14%, u, -4, -3%, 20%, 14%, 3%, -6%, 0%
O=C(Nc1ccccc1N1CCN(C(=O)c2ccccc2)CC1)c1cc2ccccc2o1
  29%, 0%[12.7 µM], -4, -20%[11.4 µM], -3%, 3%, -5%, 2%, -1%
Nc1cc(=O)[nH]c(SCC(=O)Nc2ccccc2Sc2ccc(Cl)cc2)n1
  18%, 9%, -17, -16%, 0%, -18%, -3%, 4%, -2%
COCCNC(=O)c1nn(-c2cc(OC)cc(OC)c2)c(=O)c2ccccc12
  24%, -13%[12.7 µM], 3, 7%, 7%, -26%, 1%, i, -7%
Cc1cc(N)n(-c2cc(C)c3ccccc3n2)n1
  25%, -3%, -10, -18%, -1%, -24%, -2%, -2%, -5%
C=CCc1cc(C=O)cc(OCC)c1OCc1ccc(Cl)cc1
  145%[activator], 68%[activator][59 µM], 6, 55%[activator], 0%, 204%[activator], -5%, 4%, 4%
Cc1ccc(S(=O)(=O)N2CCN(C(=O)c3c(-c4ccccc4)noc3C)CC2)cc1C
  3%, 0%, 2, -21%, -2%, -2%, 2%, -3%, -1%
CN(CC(=O)Nc1ccc(Cl)c(C(F)(F)F)c1)C(=O)c1cnccn1
  13%, x, -3, -10%, 0%, x, -15%, -6%, -2%
Cc1cccc(C(=O)OC(C)C(=O)N2CCN(Cc3ccccc3)CC2)c1 (centres undefined)
  35%, -32%, 2, -5%, 3%, -4%, -10%, 4%, 5%
O=C(N/N=C/c1ccc(COc2ccc(Br)cc2)o1)c1ccco1
  14%, -4%[59 µM], 0, -11%, -6%, -4%, 9%, -5%, 7%
COC(=O)C1=C(C)N(Cc2ccccc2)C(=O)N[C@H]1c1ccccc1
  18%, u, 1, -17%, u, u, -3%, 7%, 4%
CCc1nn(C)c(N)c1C
  22%, 10%, 2, -7%, 16%, -14%, -4%, -3%, 6%
Oc1c(Br)cc(Br)cc1/C=N/c1nccs1
  20%, 1.6µM*, -1, -23%, -10%, u, 0%, -4%, -9%
Fc1ccc(CSc2nsc(SCc3ccc(F)cc3)n2)cc1
  x, 258%[activator][59 µM], 3, x, 3%, x, -6%, 8%, 6%
O=C(O)CCN1C(=O)c2ccccc2Sc2ncccc21
  39%, 1%, 4, -1%, -6%, 0%, -8%, -1%, -1%
O=C(Nc1ccc(F)c(Cl)c1)c1ccccc1
  46%[activator], 8%[12.7 µM], -5, 8%, -4%, 4%, -6%, -8%, 0%
CCc1nnc(NC(=O)[C@@H]2CCCN2S(=O)(=O)c2ccc3c(c2)OCCO3)s1
  7%, x, 5, -11%, 5%, -5%, -1%, -1%, 9%
Cc1nc2c(-c3ccccc3)c(C)nn2c(C)c1CCC(=O)NCc1ccccc1
  11%, 8%[59 µM], 1, -12%, 3%, 2%, 1%, 0%, 1%
Cc1noc(C)c1C(=O)OCC(=O)Nc1ccccc1C(=O)NC(C)c1ccccc1 (centres undefined)
  61%[activator], -7%[59 µM], 5, -6%, 1%, -1%, -7%, -5%, 0%
CC1(C)CC(=O)C(C(=O)CCCCC(=O)C2C(=O)CC(C)(C)CC2=O)C(=O)C1
  30%, u, -1, -15%, -6%, u, -2%, 2%, -1%
CCOC(=O)C1=C(COC(=O)CNC(=O)c2ccc(C(C)(C)C)cc2)NC(=O)NC1C (centres undefined)
  5%, u, -8, -9%, 1%, 1%, 8%, 1%, 3%
Cc1cccc(NC(=O)c2cnc3ccccn3c2=O)c1
  28%, -6%, -7, -10%, -8%, -6%, -3%, 0%, 2%
O=C(c1ccccc1)c1ccc(O)cc1O
  21%, -42%, 5, -16%, x, 14%, 62%[activator], -9%, 13%
Cc1nn(C(=O)c2ccc(Cl)cc2)c(C)c1Sc1ccc(Cl)cc1
  163%[activator], 131%[activator][59 µM], 1, 104%[activator], 1%, 135%[activator], 1%, -2%, 13%
CSCCC(NC(=O)c1ccccc1Cl)C(=O)N1CCCC(C)C1 (centres undefined)
  16%, x, 2, -10%, -15%, x, -4%, -4%, 3%
Cc1ccc(C)c(OCC(=O)Nc2ccncc2)c1
  24%, 15%, -11, -2%, 0%, -6%, 1%, -2%, 0%
COc1ccc(NCc2cccn2-c2nnc(N3CCOCC3)s2)c(OC)c1
  21%, u, -2, -22%, -1%, -3%[57.1 µM], 7%, 10%, 2%
O=C(NCCN1C(=O)S/C(=C\c2cccnc2)C1=O)c1cccc(OC(F)F)c1
  30%, u, 3, u, -16%, 4%, -13%, i, 1%
COCC(C)NC(=O)C(C)Oc1ccccc1 (centres undefined)
  42%[activator], u, 1, 10%[57.1 µM], 0%, 4%, -3%, 6%, 8%
O=C(CCSCCc1ccccn1)Nc1ccccn1
  27%, -43%, -9, -13%, 6%, -5%, -3%, -1%, 0%
COc1cc(OC)c(C(=O)OC(C)C(=O)Nc2cccc(C(F)(F)F)c2)cc1OC (centres undefined)
  18%, 2%[59 µM], 2, -22%, -9%, 0%, -8%, -4%, 2%
Cc1nnc2sc(-c3ccccn3)nn12
  34%, -4%[12.7 µM], -4, -13%, -14%, -4%, -8%, 5%, 9%
O=C(Nc1ccccc1)N(Cc1ccc(F)cc1)c1ccccn1
  97%[activator], 41%[activator][59 µM], -7, 71%[activator], -4%, 67%[activator], -1%, -10%, 4%
CCN(CC)C(=O)CSc1nc2c(sc(=S)n2-c2ccccc2)c(=O)n1-c1ccc(OC)cc1OC
  u, 2µM*, -5, u, -4%, -16%, 3%, -7%, -17%
CC(C)C(=O)Nc1nnc(SCC(=O)Nc2ccc3c(c2)OCO3)s1
  -6%, 7%[59 µM], 9, -17%, -4%, -23%, 2%, -2%, 4%
CCOC(=O)C1C(=O)NC(N2CCOCC2)=NC1C(C)C (centres undefined)
  4%, -37%, -1, -12%, 9%, -2%, 3%, i, -4%

# Exported tab-delimited: entries from further up.
structure	HP1b binding inh	G9a block	PI4K2A block	JMJD2A Tudor inh	Pin1 inhibitor	BAZ2B block	ERG-DNA inh	PGK inhibitor	GLS inhibitor
Cc1ccc(S(=O)(=O)N2CCN(C(=O)c3c(-c4ccccc4)noc3C)CC2)cc1C	3%	0%	2	-21%	-2%	-2%	2%	-3%	-1%
CN(CC(=O)Nc1ccc(Cl)c(C(F)(F)F)c1)C(=O)c1cnccn1	13%	x	-3	-10%	0%	x	-15%	-6%	-2%
Cc1cccc(C(=O)OC(C)C(=O)N2CCN(Cc3ccccc3)CC2)c1 (centres undefined)	35%	-32%	2	-5%	3%	-4%	-10%	4%	5%
O=C(N/N=C/c1ccc(COc2ccc(Br)cc2)o1)c1ccco1	14%	-4%[59 µM]	0	-11%	-6%	-4%	9%	-5%	7%
COC(=O)C1=C(C)N(Cc2ccccc2)C(=O)N[C@H]1c1ccccc1	18%	u	1	-17%	u	u	-3%	7%	4%

# Copied from the list:
# Value of CC1(C)CC(=O)C(C(=O)CCCCC(=O)C2C(=O)CC(C)(C)CC2=O)C(=O)C1 under PGK inhibitor: 2%
# Value of O=C(NCCN1C(=O)S/C(=C\c2cccnc2)C1=O)c1cccc(OC(F)F)c1 under ERG-DNA inh: -13%

# Following part.
# Each structure is followed by: HP1b binding inh, G9a block, PI4K2A block, JMJD2A Tudor inh, Pin1 inhibitor, BAZ2B block, ERG-DNA inh, PGK inhibitor, GLS inhibitor
CCCn1c(N)c(C(=O)CN(C)CC(=O)Nc2ccccc2CC)c(=O)[nH]c1=O
  18%, -15%[12.7 µM], -13, -9%, -3%, -3%, -4%, -9%, 2%
Cc1ccc(-n2ncc(C(=O)O)c2C2CCN(C(=O)OC(C)(C)C)CC2)cc1
  24%, u, -3, -10%, -2%, 1%, 2%, -6%, -5%
Cc1cc(C)cc(N(CC(=O)Nc2cc(C)ccc2C)S(=O)(=O)c2c(C)[nH]c(=O)[nH]c2=O)c1
  23%, -3%, -9, -9%, 0%, -9%, 1%, 1%, 22%
CCc1ccc(-c2ccc3nnc(SCC(N)=O)n3n2)cc1
  28%, -11%[59 µM], -3, -7%, 3%, -3%, 1%, -8%, 1%
O=C(c1cccs1)N1CCN=C1SCc1ccc(F)cc1
  70%[activator], x, -1, 9%[11.4 µM], 5%, 1%, 8%, -9%, 3%
CN(CC(=O)NC1CCCCC1)S(=O)(=O)c1cccc2nsnc12
  10%, 42%[59 µM], 3, -14%, 4%, -5%, -4%, -1%, 7%
Cc1ccc(C)c(NC(=O)c2cnn(-c3ccccc3)c2C)c1
  32%, x, -7, -6%, -5%, 15%, -2%, -9%, 3%

# Screens: PubChem, National Center for Advancing Translational Sciences (NCATS)
